Screens as filed in PubChem.
FN deposit inh: fibronectin deposition inhibition; AH1F fibroblasts, Alexa488-fibronectin deposition fluorescence, overnight; inhibition, % at 12.6 µM; 350,000 compounds, 0.086% hits;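 active means mean inhibition across replicates of 30% or more, regardless of how many single replicates reach that level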;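 further: positive control wells lacked labelled fibronectin entirely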
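Material: AH1F fibroblast monolayer depositing Alexa488-labelled fibronectin into matrix | Input: 10000 AH1F cells/well | Medium: DMEM plus 2% serum, read in PBS | Reagent: Alexa488-fibronectin, 24 nM final in well | Compound dosing: One dose per compound, pinned | Schedule: 1 h adhesion, overnight exposure | Measured by: Fluorescence at 485 nm excitation, 525 nm emission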
PAX8 reporter: inhibitors of PAX8 transcriptional activity in RMG-I cells. 360,000 compounds, 1.2% hits. AID 652154. inhibition, % at 12.6 µM. RMG-I TPO-luciferase reporter, SteadyGlo, 24 h;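 active means mean replicate inhibition at least 60% with every replicate also reaching 60%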;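 further: luciferase light reporting Pax8 driven TPO promoter activity; plate controls were median of neutral control wells for no effect and mitoxantrone controls for full effect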
CASP6 VEID inh: caspase-6 (human) enzyme inhibition. P55212. AID 686996. purified caspase-6, Z-VEID-R110 cleavage fluorescence. 350,000 compounds, 0.53% hits. inhibition, % at 12.5 µM;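 active means mean inhibition across replicates at least about 35%, with every replicate also reaching that limit, limit read from the data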;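 further: 0% = median of neutral control wells and 100% = no fluorescence left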
Target sequence (P55212 24-179 limits assumed): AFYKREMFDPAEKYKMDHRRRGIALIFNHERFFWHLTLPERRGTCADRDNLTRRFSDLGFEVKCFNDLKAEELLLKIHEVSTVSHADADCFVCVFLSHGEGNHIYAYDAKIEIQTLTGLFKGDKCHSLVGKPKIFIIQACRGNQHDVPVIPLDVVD
Target sequence (P55212 194-293 limits assumed): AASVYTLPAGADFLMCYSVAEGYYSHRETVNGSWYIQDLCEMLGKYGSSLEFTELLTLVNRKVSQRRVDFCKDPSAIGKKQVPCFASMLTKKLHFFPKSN
LGR2 antag: blocks bursicon-induced cAMP signaling via Drosophila LGR2; HEK293 LGR2, CRE-luciferase, bursicon-stimulated, 4 h; inhibition, % at 9.99 µM; 380,000 compounds, 0.35% hits; AID 720647;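 active means drop in luminescence signal, shown as inhibition above about 50% in the replicate tests, limit read from the data, passing the limit was not always enough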;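 further: agonist challenge used bursicon conditioned medium at about half maximal strength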
miR122 inh: miR-122 inhibition in Huh7 cells | 340,000 compounds, 0.3% hits | Huh7 miR-122 Renilla luciferase sensor, 48 h; neutral wells = 0, positive control = 100 | activation (reporter increase), % at 12.5 µM;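 active means mean replicate activation score at least 90 and every replicate individually at or above 90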;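 further: higher luciferase means less miR-122 activity so hits act as miR-122 inhibitors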
PGC1a acetyl inh: lowers PGC1a acetylation signal in U2OS cells; inhibition, % at 15.6 µM; 350,000 compounds, 0.17% hits; AlphaScreen anti-acetyl-lysine; with virally co-expressed GCN5 acetyltransferase; AID 651687;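 active means every replicate shows inhibition of at least 40%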;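 further: 0% = neutral control wells and 100% = positive control wells; some results beyond the cut were filed as inactive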
Cneo AK release: Cryptococcus neoformans lysis via adenylate kinase release. C. neoformans lysis, adenylate kinase release luminescence, 4 h; normalised: neutral wells 0, clomiphene wells 100. lysis activity, % at 15 µM. 360,000 compounds, 0.2% hits;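 active means mean lysis activity across replicates of at least 80%, whatever share of replicates individually reach that level; inactive means mean lysis activity below 80%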
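Test system: log-phase Cryptococcus neoformans yeast cells. Input: 5 × 10^6 yeast cells/mL. Medium: fresh YPD growth medium. Doses: single dose. Incubation: static 4 h at 37 °C with compound, 1 h detection. Measured by: luminescent adenylate kinase detection reagent. Read-out: signal increase indicating cell lysis. Benchmarks: Clomiphene.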
EWS-Fli inh: EWS/Fli transcriptional activity inhibition | inhibition, % at 12.6 µM | 350,000 compounds, 0.67% hits | AID 651661 | A673 NR0B1-luciferase reporter, viability-normalised;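 active means mean inhibition of at least 50% after viability correction, with every replicate also passing that limit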;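 further: firefly luciferase signal divided by Alamar Blue viability fluorescence both relative to DMSO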
Active calls of the source: *; / = no result given; [ ] = remark or other dose. Rows are unselected. About 2.5% of those tested had a hit in this group.

SMILES | FN deposit inh | PAX8 reporter | CASP6 VEID inh | LGR2 antag | miR122 inh | PGC1a acetyl inh | Cneo AK release | EWS-Fli inh
Cc1ccc(C(=O)NCCNS(=O)(=O)c2ccccc2)cn1 | -11.3 | 2.9 | -1.6 | 17.4 | -4.7 | 1.5 | -0.6 | 3.0
Cc1cc(C(=O)COc2cccc(-n3cnnn3)c2)c(C)n1-c1ccccc1 | 5.0 | / | / | / | -5.8 | 6.6 | -9.6 | /
NS(=O)(=O)c1ccc(NC(=O)COC(=O)CCC2CCCCC2)cc1 | 3.2 | -4.4 | / | 19.4 | -3.0 | 6.8 | -1.0 | /
CCCCN(CC)CCCNC(=O)c1csc2c1CCCCC2 | 0.1 | 6.3 | -6.2 | -1.3 | 4.9 | -21.4 | / | -4.8
C[C@@H]1CN([C@H](C)CO)C(=O)Cc2cc(NC(=O)CCCCCC(=O)Nc3ccccc3N)ccc2O[C@@H]1CN(C)Cc1ccc(C(F)(F)F)cc1 | -11.9 | 68.6* | -2.7 | -31.9 | -8.8[16.7 µM] | 1.3 | 2.0 | 29.7
O=C(Nc1nnc(-c2ccco2)o1)c1cccc(N2C(=O)CCC2=O)c1 | -2.2 | 5.1 | 1.4 | -2.8 | 1.6 | 2.9 | -2.5 | 12.3
COc1ccc(C(=O)/C(=C\N(C)C)n2nc(C)cc2C)cc1 | 8.5 | -7.0 | -4.9 | 21.6 | -0.6 | 6.1 | / | 2.0
CC(Oc1ccc(-c2ccccc2)c(F)c1)c1ccn(S(=O)(=O)c2ccc(Br)cc2)n1 (stereo unspecified) | -6.7 | -3.8 | / | / | -1.3 | -9.7 | -1.6 | /
Cc1noc(C)c1NC(=O)N(C)C[C@H]1Oc2ccc(NC(=O)Nc3ccccc3)cc2C(=O)N([C@@H](C)CO)C[C@H]1C | / | -34.3 | -1.7 | 3.0 | -3.2[16.7 µM] | 1.3 | -2.0 | -2.8
COc1ccc(NC(=S)N2CCC(NC(=O)C3CCCCC3)CC2)cc1 | -0.3 | -3.9 | 0.4 | 19.7 | -2.4 | -10.0 | 1.2 | -3.2
O=C(NCCCN1CCCC1=O)C1CCN(S(=O)(=O)c2cc(C(F)(F)F)ccc2Cl)CC1 | -6.9 | 3.6 | -0.5 | 9.5 | / | -10.9 | 1.7 | 3.6
CN(C)S(=O)(=O)c1ccc(NCC2COc3ccccc3O2)c([N+](=O)[O-])c1 (stereo unspecified) | 3.6 | -14.4 | / | -23.0 | 1.9 | 2.5 | 0.1 | /
O=C(O)C1CC(c2ccccc2)=NO1 (stereo unspecified) | -19.5 | / | / | 0.5 | 0.0 | 5.6 | 1.9 | /
C[C@@H]1CN([C@@H](C)CO)C(=O)c2cc(NC(=O)NC3CCCCC3)ccc2O[C@H]1CN(C)S(=O)(=O)c1cccs1 | / | / | 2.9 | -6.6 | -0.4[16.7 µM] | -2.5 | -2.8 | -5.8
O=c1c2cc(N3CCOCC3)ccc2[nH]c(=S)n1CC1CCCO1 (stereo unspecified) | -17.4 | / | / | / | -6.1 | -4.8 | 0.9 | /
C[C@@H]1CCCCO[C@@H](CN(C)C(=O)Nc2cccc3ccccc23)[C@@H](C)CN([C@@H](C)CO)C(=O)c2cc(NS(=O)(=O)c3ccc(Cl)cc3)ccc2O1 | -6.3 | 55.4 | 0.9 | 6.9 | 48.6[16.7 µM] | 2.8 | 1.8 | 8.3
CC(NC(N)=O)C(=O)Nc1ccc(Cl)c(S(=O)(=O)Nc2ccc(Cl)cc2)c1 (stereo unspecified) | / | 2.8 | 2.0 | 20.8 | / | / | / | 2.8
CO[C@H]1CN(C)C(=O)c2ccc(NC(=O)C3CCOCC3)cc2OC[C@H](C)N(C(C)=O)C[C@H]1C | -15.2 | -1.6 | -3.6 | 9.9 | / | -5.9 | 2.0 | -4.6
Oc1[nH]c2ccccc2c1N=NC(=S)NCCc1ccccc1 | 10.5 | 14.5 | 0.0 | -14.5 | 0.0 | -5.1 | -1.4 | 14.7
CCN(C[C@@H]1[C@@H](c2ccccc2)[C@@H](CO)N1C(C)=O)C(=O)c1ccccn1 | -0.3 | 10.5 | -1.5 | -1.4 | 0.0[16.7 µM] | 0.9 | 47.0 | -9.3
COCCNC(=O)Cc1ccc(F)cc1 | 1.3 | -8.8 | 2.3 | 5.6 | / | / | / | 4.9
COc1cc(C(C(=O)NCC2CCCO2)N(C(=O)Cn2nnc3ccccc32)c2ccc(OC)c(OC)c2)ccc1O (stereo unspecified) | -8.9 | -12.2 | -4.4 | -2.3 | -1.7 | -5.3 | -3.8 | -5.2
CCOC(=O)c1c(C)[nH]c(C(=O)NCCN2CCOCC2)c1C | 8.0 | 3.5 | -2.1 | 16.0 | / | / | 1.8 | -6.0
CC(=O)N1c2ccc(S(=O)(=O)N3CCCC(C(=O)N4CCCCC4)C3)cc2CC1C (stereo unspecified) | -1.9 | -7.2 | -4.4 | -32.6 | 0.7 | 5.0 | 0.0 | 5.0
Cc1ccc2cc(CCNC(=O)Cc3cccs3)c(=O)[nH]c2c1 | -7.1 | 1.7 | -2.1 | 16.3 | -2.3 | 22.5 | -0.5 | -8.3
COc1ccc(-c2cc(-c3ccc(F)cc3)nc(N3CCN(C)CC3)n2)cc1 | -3.6 | / | / | / | -7.0 | -4.8 | 0.8 | /
O=C(NCCCN1CCCC1=O)C1CCN(S(=O)(=O)c2ccccc2)CC1 | -0.9 | -6.3 | -0.3 | -21.4 | 0.8 | 6.2 | -2.2 | -2.7
C#CCOCCOCCOCCNc1nc(N2CCN(C(=O)[C@H]([C@@H](C)O)n3cc(CCCCN)nn3)CC2)nc(N2CCN(C(=O)[C@H](CCCCN)n3cc(CCC(=O)O)nn3)CC2)n1 | 16.4 | -17.2 | -29.2 | -21.1 | -2.6 | 6.4 | -0.8 | -1.4
C[C@H]1CN([C@@H](C)CO)C(=O)c2cc(NC(=O)Nc3cccc4ccccc34)ccc2O[C@H]1CN(C)S(=O)(=O)c1ccccc1 | / | 45.3 | -4.1 | 16.0 | -8.3[16.7 µM] | 2.1 | -4.0 | 15.4
CCCC(=O)Nc1ccc2c(c1)OC[C@H](C)N(C(=O)CN(C)C)C[C@H](C)[C@@H](OC)CN(C)C2=O | 4.8 | 0.4 | / | -3.0 | / | 12.1 | -0.5 | 5.3

Full records, looked up by structure:
C#CCOCCOCCOCCNc1nc(N2CCN(C(=O)[C@H]([C@@H](C)O)n3cc(CCCCN)nn3)CC2)nc(N2CCN(C(=O)[C@H](CCCCN)n3cc(CCC(=O)O)nn3)CC2)n1 is listed with FN deposit inh = 16.4; PAX8 reporter = -17.2; CASP6 VEID inh = -29.2; LGR2 antag = -21.1; miR122 inh = -2.6; PGC1a acetyl inh = 6.4; Cneo AK release = -0.8; EWS-Fli inh = -1.4
CCCC(=O)Nc1ccc2c(c1)OC[C@H](C)N(C(=O)CN(C)C)C[C@H](C)[C@@H](OC)CN(C)C2=O is listed with FN deposit inh = 4.8; PAX8 reporter = 0.4; CASP6 VEID inh = /; LGR2 antag = -3.0; miR122 inh = /; PGC1a acetyl inh = 12.1; Cneo AK release = -0.5; EWS-Fli inh = 5.3

Additional compounds follow:
SMILES | FN deposit inh | PAX8 reporter | CASP6 VEID inh | LGR2 antag | miR122 inh | PGC1a acetyl inh | Cneo AK release | EWS-Fli inh
CCC(=O)N(C)C[C@@H]1Oc2ncc(C#CC(C)(C)O)cc2C(=O)N([C@@H](C)CO)C[C@@H]1C | 9.8 | / | -0.4 | 11.3 | -1.1[16.7 µM] | 1.6 | 4.6 | -8.2
CCCNC(=O)C[C@@H]1CC[C@H]2[C@@H](COc3ccc(NC(=O)C4CCOCC4)cc3C(=O)N2C)O1 | -15.4 | -7.7 | -0.1 | 3.7 | -2.3[16.7 µM] | 2.1 | 58.1 | 7.9
COC(=O)C(=NNc1c(C)n(C)n(-c2ccccc2)c1=O)C(=O)OC | 7.3 | 15.9 | / | 0.4 | -6.9 | -5.2 | -5.7 | /
C[C@@H]1CN([C@@H](C)CO)C(=O)c2cccc(NC(=O)Nc3ccccc3)c2O[C@@H]1CN(C)S(=O)(=O)c1ccccc1 | / | 9.5 | -0.6 | -2.1 | -5.6[16.7 µM] | 2.5 | -4.3 | 7.0
Cc1ccc(NC(=O)CSc2ccccc2NC(=O)c2ccccc2)cc1Cl | 5.0 | -81.9 | 1.8 | -32.5 | 2.0 | 4.5 | -2.2 | -4.6
C[C@@H]1CN([C@@H](C)CO)C(=O)Cc2cc(NS(C)(=O)=O)ccc2O[C@H]1CN(C)S(=O)(=O)c1ccc(F)cc1 | / | -0.3 | 1.7 | -15.1 | -2.6[16.7 µM] | 3.2 | -1.7 | -0.5
N#C/C(=C\Nc1ccc(F)c(Cl)c1)S(=O)(=O)c1ccccn1 | -5.1 | -3.2 | 2.1 | -6.2 | -2.2 | 1.2 | 3.5 | 13.3
O=C(Nc1ccc2c(c1)[C@@H]1C[C@@H](CC(=O)N3CCOCC3)O[C@@H](CO)[C@@H]1O2)c1ccc2c(c1)OCO2 | -9.4 | -4.7 | / | 14.2 | 5.7[16.7 µM] | -7.9 | -9.7 | -0.1
CCOc1ccc(S(=O)(=O)N2CCN(S(=O)(=O)c3ccc(OCC)cc3)C(C)C2)cc1 (stereo unspecified) | -20.5 | 13.7 | / | / | -4.2 | -31.7 | -0.1 | /
Cc1ccc2nc(SCC(=O)N3CCCC3)[nH]c2c1 | -1.9 | / | / | -3.7 | 1.5 | -2.3 | -0.9 | /
COc1ccc(NC(=O)c2ccco2)cc1NC(=O)c1cccc(F)c1 | -5.4 | 15.8 | 1.4 | 6.2 | 4.7 | 31.0 | 1.3 | -4.4
C[C@H](CO)N1C[C@H](C)[C@@H](CN(C)CC2CCOCC2)Oc2cc(C#Cc3cccnc3)ccc2S1(=O)=O | 8.3 | -8.5 | 1.6 | 5.6 | 29.3[16.7 µM] | -24.5 | -2.6 | 6.4
Cc1cn(CC(=O)N[C@H](CO)Cc2c[nH]c3ccccc23)c(=O)[nH]c1=O | 3.3 | 7.7 | -0.8 | -7.8 | -1.4 | -5.4 | -1.0 | 9.5
COc1ccccc1OCCCCCCN1CCN(C)CC1 | -2.6 | 7.2 | -40.2 | 4.6 | / | / | / | 11.6
CCOP(=O)(OCC)c1nc(-c2ccc(Cl)cc2)oc1NCc1ccccc1 | -6.5 | 18.2 | / | 31.8 | / | / | / | 13.1
C=CCC[C@H](Cc1ccc(F)cc1)C(=O)OC[C@@H](C)NC(=O)[C@@H](CC=C)CC(=O)N[C@@H](CO)Cc1ccccc1 | -1.2 | 12.5 | 2.2 | -10.2 | -12.5 | -4.8 | 0.3 | -3.5
O=C(C[C@@H]1C[C@@H]2c3cc(NS(=O)(=O)c4ccc(F)cc4)ccc3O[C@@H]2[C@@H](CO)O1)NCc1ccc(-c2ccccc2)cc1 | / | 87.4* | -1.5 | / | 15.8[16.7 µM] | -9.3 | -34.4 | 18.2
COc1ccc(S(=O)(=O)NCC(c2cccnc2)N2CCN(C)CC2)cc1C (stereo unspecified) | 16.6 | -8.0 | -24.6 | -10.0 | -7.8 | -2.0 | -3.0 | -1.0
O=C(Nc1ccc(-c2nc3cccnc3s2)cc1)C1CCCO1 (stereo unspecified) | -0.7 | 0.2 | 1.3 | 90.2* | / | / | -3.0 | 66.0*
COc1ccc(NC(=O)N(C)C[C@H]2Oc3ccc(NS(=O)(=O)c4ccc(C)cc4)cc3CC(=O)N([C@H](C)CO)C[C@H]2C)cc1 | / | 11.5 | / | 9.1 | 4.9[16.7 µM] | -26.4 | / | 14.3
